Assay outcomes (PubChem BioAssay)
TrxR1 substrate = qHTS Assay for Substrates of Mammalian Selenoprotein Thioredoxin Reductase 1 (TrxR1): qHTS. Thioredoxin reductase 1, cytoplasmic (Rattus norvegicus), O89049. purified TrxR1 substrate turnover, NADPH consumption readout. Potency, µM (series often up to 114 µM), inactives show at the highest dose activity change, negative = substrate turnover. 0.01% of 390,000 active; note: potency is the fitted concentration of half-maximal effect; % is set by controls: 0 for no effect and ±100 for the full control effect; nearly all actives have a fitted effect of over 50% in size
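Rat TrxR1, dispensed at 90 nM, was prereduced with 400 uM NADPH (final) for 5 min at ~22 deg C, then incubated with compound 15 min before 400 uM selenite. A first-read NADPH fluorescence drop versus no-compound background flagged substrates.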
Glioma ERSR ind = qHTS for Inducers of the Endoplasmic Reticulum Stress Response (ERSR) in Human Glioma: qHTS; U87-MG GRP78 promoter luciferase reporter, 16 h; Potency, µM, without a hit: at the highest dose activation, most hits filed as activators; 0.02% of 420,000 active; AID 602332, 2012; note: potency is the fitted concentration of half-maximal effect; series mostly up to about 76 µM; % of control where 0% means no effect; nearly all actives have a fitted effect of over 35% in size
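Stably transfected U87-MG human glioma cells carrying a GRP78-based luminescent sensor were seeded at 1000 cells/well, pin-dosed with compounds and incubated 16 h. Luciferase reagent was then added, and end-point luminescence was read after 10 min at room temperature.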
RXFP1 ag = qHTS Assay for Agonists of the Relaxin Receptor RXFP1; Potency, µM (top dose mostly 57.5 µM), inactives show at the top dose activation, most hits filed as activators; Relaxin receptor 1 (Homo sapiens), Q9HBX9; 0.3% of 370,000 active; AID 2676, 2010; HEK293T-RXFP1 cAMP TR-FRET, 30 min; response scale: percent of porcine relaxin response, buffer zero; note: potency is the fitted concentration of half-maximal effect; % is set by controls: 0 for no effect and ±100 for the full control effect; nearly all actives have a fitted effect of over 60% in size; many of its hits are not listed in these tables
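HEK293 cells stably expressing RXFP1, treated 30 min at 37C with compounds plus PDE4 inhibitor Ro 20174; cAMP measured by HTRF TR-FRET. Normalized to buffer and 29 nM porcine relaxin; EC50 by Hill fit.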
Vif-APOBEC3F blk = qHTS for Inhibitors of Vif-A3F Interactions: qHTS | 0.2% of 390,000 active | HeLa A3F-eYFP + Vif (tagged APOBEC3F with the HIV-1 protein that degrades it), YFP fluorescence increase | AID 602313, 2012 | Potency, µM (doses to about 46.1 µM), for the others: at the highest dose activity, negative = active; note: potency is the fitted concentration of half-maximal effect; % of control where 0% means no effect; nearly all actives have a fitted effect of over 65% in size
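HeLa cells stably expressing A3F-eYFP plus Vif, plated and incubated overnight at 37 deg C, then exposed to compounds overnight at 37 deg C. Blocked degradation read as raised yellow fluorescence (Ex 488/Em 500-530).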
LDHA block = qHTS assay for inhibitors of human lactate dehydrogenase; purified LDHA, NADH/diaphorase-resazurin fluorescence; hits give low values; AID 1347041, 2019; activity change, % (values are at about 110 or 230 µM); 0.15% of 480,000 active; L-lactate dehydrogenase A chain (Homo sapiens), P00338; in the data active = activity change below about -30%; inconclusive = mostly about -25% to -30%;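 note: plate controls were DMSO wells for no effect and wells without enzyme for full effect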
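LDH5 2 nM; NADH 0.06 mM, pyruvate 0.2 mM; 200 mM Tris pH 7.4, EDTA, Tween-20; 5 min RT. Detection: diaphorase 0.133 mg/mL + resazurin 37 µM, fluorescence ex540/em590 at 0 and 20 min; normalized to enzyme-free and DMSO wells.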
IDH1 R132H inh = qHTS for Inhibitors of mutant isocitrate dehydrogenase 1 (IDH1): qHTS; Potency, µM (doses to about 76.6 µM), without a hit: at the highest dose activity change, negative = inhibition, hits mostly inhibitors; IDH1-R132H enzyme, NADPH consumption, diaphorase/resazurin fluorescence; AID 602179, 2012; Isocitrate dehydrogenase [NADP] cytoplasmic (Homo sapiens), O75874; 0.093% of 390,000 active; note: potency is the fitted concentration of half-maximal effect; % is set by controls: 0 for no effect and ±100 for the full control effect; nearly all actives have a fitted effect of over 65% in size
Target sequence (O75874 whole entry R132H, stated change not applied): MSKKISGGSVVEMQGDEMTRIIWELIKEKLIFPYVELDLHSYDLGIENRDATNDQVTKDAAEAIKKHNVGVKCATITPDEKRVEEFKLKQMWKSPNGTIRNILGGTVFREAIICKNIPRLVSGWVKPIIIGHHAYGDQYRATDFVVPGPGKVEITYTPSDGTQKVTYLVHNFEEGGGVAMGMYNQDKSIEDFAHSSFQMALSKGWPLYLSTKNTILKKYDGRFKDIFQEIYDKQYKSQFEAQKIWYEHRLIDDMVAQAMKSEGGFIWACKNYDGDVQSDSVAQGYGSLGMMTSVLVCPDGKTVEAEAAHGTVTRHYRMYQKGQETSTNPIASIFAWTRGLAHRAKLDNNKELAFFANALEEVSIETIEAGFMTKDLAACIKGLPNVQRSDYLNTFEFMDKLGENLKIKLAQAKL
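IDH1-R132H (0.5 ug/mL dispensed) in pH 7.5 Tris buffer was preincubated 30 min with compound, then given a substrate mix of 0.016 mM NADPH and 2 mM alpha-KG for 80 min at room temperature; remaining NADPH was read by diaphorase/resazurin fluorescence.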
USP1 inh = Inhibitors of USP1/UAF1: Primary Screen; 0.23% of 390,000 active; Potency, µM (top dose mostly 57.1 µM), inactives show top-dose activity change, negative = inhibition, usual class: inhibitors; Ubiquitin carboxyl-terminal hydrolase 1 (Homo sapiens), O94782; recombinant USP1/UAF1, Ub-Rhodamine cleavage fluorescence; note: potency is the fitted concentration of half-maximal effect; % is set by controls: 0 for no effect and ±100 for the full control effect; nearly all actives have a fitted effect of over 60% in size; inactives centre near -12
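1 nM enzyme complex + cpd, 15 min RT; start with Ub-Rho 150nM final; kinetic fluorescence ex 480/em 540, 6 reads q60 s. Buffer 50mM HEPES pH 7.8, 0.5mM EDTA, 0.1 mg/ml BSA, 1mM TCEP, 0.01% Tween-20.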
Vif-A3G inh = qHTS for Inhibitors of Vif-A3G Interactions: qHTS; DNA dC->dU-editing enzyme APOBEC-3G (Homo sapiens), Q9HC16; HeLa A3G-eYFP + Vif (tagged APOBEC3G with the HIV-1 protein that degrades it), YFP fluorescence, overnight; Potency, µM (series often up to 46.1 µM), inactives show at the highest dose activity, negative = active, hits mostly inhibitors; 0.076% of 410,000 active; AID 602310, 2012;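 note: potency is the fitted concentration of half-maximal effect; % is set by controls: 0 for no effect and ±100 for the full control effect; nearly all actives have a fitted effect of over 60% in size; hits raise eYFP signal because A3G escapes Vif-driven loss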
Target sequence (Q9HC16 whole entry, looked up): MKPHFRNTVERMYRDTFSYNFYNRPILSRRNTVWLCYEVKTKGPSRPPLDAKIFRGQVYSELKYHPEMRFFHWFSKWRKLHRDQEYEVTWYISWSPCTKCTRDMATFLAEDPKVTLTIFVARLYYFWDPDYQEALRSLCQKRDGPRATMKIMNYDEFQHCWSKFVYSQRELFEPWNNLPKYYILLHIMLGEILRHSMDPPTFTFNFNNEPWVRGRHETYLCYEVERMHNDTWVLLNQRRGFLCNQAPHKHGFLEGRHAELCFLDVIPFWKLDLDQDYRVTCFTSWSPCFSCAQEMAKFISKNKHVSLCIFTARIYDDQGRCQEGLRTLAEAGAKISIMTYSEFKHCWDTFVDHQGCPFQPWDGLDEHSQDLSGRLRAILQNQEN
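HeLa cells stably expressing Vif and C-terminally eYFP-tagged A3G, seeded overnight at 37 deg C, then exposed to compound by pintool overnight at 37 deg C. Rise in yellow fluorescence (Ex 488/Em 500-530, Acumen) marks blocked Vif-driven A3G degradation.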
PI4K2A block = qHTS for small molecular inhibitors of PI4K2A | Phosphatidylinositol 4-kinase type 2-alpha (Homo sapiens), Q9BTU6 | purified PI4K2A, ADP-Glo luminescence, 1 h; hits give low values | activity change, negative = inhibition, % at 76.9 µM | 0.13% of 420,000 active; in the data active = activity change below about -50%; inconclusive = mostly about -30% to -49%;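 note: -100% = wells without enzyme as full effect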
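Compounds are screened against recombinant PI4K2A using PI as substrate and ATP, the latter dispensed at 300 microM. Reactions run one hour at ambient temperature before ADP-Glo detection; full inhibition defined by wells lacking enzyme.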
* hit, by the source's call; u = inconclusive; x = no result given; & = joins results of further samples; [ ] = dose if it differs, or a comment. Unless noted, calls come from the whole dose curve; as a rule, active = well fitted curve in the direction sought with a large enough effect; inconclusive = small, poorly fitted or top-dose-only effect, or another doubt; inactive = no such curve, though single readings can be large; an effect the other way counts as inactive or inconclusive. Only part of the results is shown; the hit share may differ from the screen's.

SMILES | TrxR1 substrate | Glioma ERSR ind | RXFP1 ag | Vif-APOBEC3F blk | LDHA block | IDH1 R132H inh | USP1 inh | Vif-A3G inh | PI4K2A block
CC(=O)c1c(C)[nH]c(C(=O)Nc2nc(-c3ccc(-c4ccccc4)cc3)cs2)c1C | -3.0% | -0.9% | 0.2% | -6.0% | -8.3 | -1.9% | -11.7% | -13.6% | -5.2
CC(=O)NCC(=O)N(Cc1ccco1)C1(C(=O)NC2CCCC2)CCCCC1 | -11.9%[57.1 µM] | -2.0% | -0.6% | 6.3% | -0.4 | 3.6% | -8.4% | -0.4% | 2.2
CCCCn1c(CN2CCN(C)CC2)nc2ccccc21 | -2.1% | -3.8% | 0.1% | 4.3% | 6.7 | 2.9% | -10.2% | -1.8% | -4.5
O=C(C(Sc1ccccc1)c1ccccc1)N1CCN(c2ccccc2)CC1 (configuration not stated) | -13.0% | -1.7% | 2.5% | 6.7% | 0.7 | 2.5% | -4.7% | 0.7% | 1.6
COc1cccc(/C=C(\C#N)C(=O)NC2CCS(=O)(=O)C2)c1 (configuration not stated) | 1.2% | -3.0% | 0.7% | 5.5% | -8.9 | 7.6% | -18.5% | 1.6% | 6.0
O=C1c2ccccc2C(Nc2ccc(S(=O)(=O)N3CCOCC3)cc2)N1Cc1ccco1 (configuration not stated) | 25.0%[57.1 µM] | 1.2% | 2.1% | -11.3% | -0.3 | 0.7% | -7.5% | -1.7% | -20.1
Cc1nn(-c2ccccc2)nc1CNC(=O)c1ncoc1-c1ccccc1 | -9.7% | -1.7% | 0.9% | -1.5% | 0.3 | -4.5% | 1.3% | 0.0% | -2.8
CCCOC(=O)c1ccc(NC(=O)C2CC(=O)N(c3ccc(C)cc3)C2)cc1 (configuration not stated) | -12.5%[57.1 µM] | -2.3% | 0.0% | -4.7% | -5.4 | 2.9% | -27.2% | 0.7% | -2.9
O=C(Nc1ccc2c(c1)OCCO2)C(=O)NC1CC1 | -8.1% | -9.0% | 1.5% | -12.4% | -1.8 | 0.0% | -12.8% | 0.6% | 3.8
Cc1ccc(NC(=O)CSc2sc3c(O)cc(=O)[nH]c3c2C#N)cc1C | 3.6%[57.1 µM] | -3.7% | 6.5% | 0.2% | 9.2 | -1.2% | -18.9% | 1.2% | -3.1
CC(=O)N(C)c1ccc(NC(=S)Nc2ccccc2)cc1 | 0.6% | 0.3% | 0.0% | 3.7% | -5.5 | 0.9% | -6.1% | 0.0% | 3.3
S=c1[nH]nc(-c2ccccc2)n1C1C=CCCC1 (configuration not stated) | 7.4% | -1.3% | 4.1% | -3.0% | -3.8 | -2.4% | -1.3% | 0.8% | -3.1
Cc1nc2ccc(NC(=O)COc3ccccc3)cc2s1 | 5.0% | u | -1.0% | u | -2.3 | 12.2% | -2.9% | -3.6% | 1.3
Clc1ccc2c(N/N=C/c3cccnc3)ccnc2c1 | 3.7%[57.1 µM] | -1.7% | 4.1% | -23.4% | -9.8 | 0.0% | -22.7% | -27.2% | 4.3
COc1ccc(C2CC(=O)C(C3NCCc4ccccc43)=C(O)C2n2cncn2)cc1 (configuration not stated) | -4.7%[57.1 µM] | -1.0% | -1.2% | -20.5% | -2.8 | -7.0% | -1.5% | -0.1% | 3.9
CN1CCN(C(=O)c2cc3c(c(-c4cccc(C#CC(C)(C)O)c4)n2)[C@@H](CCO)N(S(=O)C(C)(C)C)C3)CC1 (some centres not stated) | x | -4.4% | x | x | -3.3 | x | x | -0.8% | -1.8
COc1ccc(C(=O)C2CCCN(C(=O)c3ccnn3C)C2)cc1OC (configuration not stated) | -2.6% | -0.1% | 0.3% | -2.9% | -1.5 | 5.5% | -8.7% | 2.3% | 10.5
Cc1ccccc1NC(=O)CN(c1ccc(F)cc1)S(C)(=O)=O | -2.6%[57.1 µM] | 1.5% | 0.7% | 2.7% | -4.0 | -1.8% | 0.9% | -0.3% | 6.0
COc1ccc2c(C)cc(=O)[nH]c2c1 | 26.7%[57.1 µM] | -2.2% | 4.2% | -6.5% | 1.6 | -3.3% | -7.8% | -0.9% | 3.9
CCOC(=O)N1CCN(C(=O)CN2C(=O)COc3ccc(C(C)(C)C)cc32)CC1 | 12.2% | -4.6% | -0.1% | -1.4% | -9.2 | -4.4% | u | -2.0% | -2.0
COc1ccc(C(=O)N/C(=C\c2cn(S(=O)(=O)N(C)C)c3ccccc23)C(=O)N2CCCC2)cc1 | x | -3.9% | x | 0.5% | 0.4&4.1 | 10.2% | -20.5% | -2.5% | 5.2
C[C@H](N)C(=O)NC[C@H]1O[C@@H](n2cnc3c(N)ncnc32)[C@H](O)[C@@H]1O | 1.1% | -4.8% | x | -0.3% | -2.1 | 5.4% | -25.8% | 3.1% | -13.0
COc1ccc(-c2coc3c(C(=O)Nc4cc(OC)c(OC)c(OC)c4)cccc23)c(C)c1 | x | -5.4% | x | x | -8.3 | x | x | -11.7% | -1.4
COc1ccc(CN2CCN(C)CC2)cc1OCc1ccccc1 | 11.7% | 0.4% | -0.6% | -0.6% | 1.3 | 6.3% | -5.5% | -3.6% | -8.3
O=C1c2ccccc2S(=O)(=O)c2cc(C(=O)N3CCC(O)CC3)ccc21 | 6.0% | -5.7% | x | -2.3% | 0.6 | 14.1% | -27.4% | -1.3% | 1.4

Additional records.
SMILES | TrxR1 substrate | Glioma ERSR ind | RXFP1 ag | Vif-APOBEC3F blk | LDHA block | IDH1 R132H inh | USP1 inh | Vif-A3G inh | PI4K2A block
COc1ccc(C2c3ccc(O)cc3Oc3ncn4nc(-c5cccnc5)nc4c32)cc1OC (configuration not stated) | -0.8% | -0.7% | 0.1% | 4.1% | 1.4 | -6.1% | -7.3% | -5.1% | 2.9
Cc1cc(C)n2c(SCc3ccc(Br)cc3)nnc2n1 | -3.4% | 1.2% | 2.5% | 4.6% | -2.8 | 10.0% | -12.3% | -0.6% | 4.2
CC12CCC(C(=O)Nc3ccccc3Br)(C/C1=N\O)C2(C)C (configuration not stated) | -2.9% | -2.5% | -0.4% | 0.6% | -8.4 | -6.6% | -12.1% | -4.4% | 3.7
CCOC(=O)N1CCC(N(CCN(C)C)C(=S)Nc2cc(Cl)ccc2C)CC1 | 4.9% | 3.7% | -1.3% | -4.5% | -3.1 | 4.1% | u | -5.8% | -4.1
O=C(CCCn1c(=O)c2ccccc2n(CC(=O)Nc2ccc(F)cc2F)c1=O)NCc1ccccc1Cl | -1.8% | -2.7% | 5.3% | -15.3% | -7.3 | -11.6% | -9.0% | -5.2% | -3.6
CCOC(=O)C1=C(c2ccccc2)Nc2ncnn2C1c1cc(OC)ccc1OC (configuration not stated) | -6.0%[57.1 µM] | 2.1% | 1.2% | 1.1% | -0.1 | 0.2% | -17.0% | -1.2% | 4.7
CCN(CC)c1ccc(/C=C2\C(=O)c3ccc(C(=O)O)cc3C2=O)cc1 | -15.9% | 1.9% | 0.8% | u | 28.3 | 8.1% | 14.1µM* | -4.9% | -16.4
O=C(NC1CCCCCC1)c1ccc(Br)o1 | 7.7% | 3.3% | 2.0% | -15.0% | 1.3 | 0.6% | 1.2% | 0.4% | -0.2
CC(NC(=O)CN1C(=O)NC2(CCc3ccccc32)C1=O)c1ccccc1 (configuration not stated) | -5.0% | -2.2% | 0.9% | 0.6% | -2.7 | -4.0% | -8.3% | -0.2% | 3.2
CCCC(=O)N1CCN(c2ccc(NC(=O)c3cccs3)cc2)CC1 | -11.3% | -1.3% | -0.2% | -6.9% | -4.9 | 1.0% | -18.9% | -0.4% | 4.4
COc1ccc2[nH]cc(CCNC(=O)C3CC(=O)N(c4ccc(Cl)cc4)C3)c2c1 (configuration not stated) | 5.9% | -2.9% | -4.0% | 1.6% | -0.1 | -5.0% | -9.4% | -1.5% | -5.1
CC(C)OCCCNC(=O)c1cc2c(=O)n(C)c3ccccc3c2n1C | 16.6% | -7.9% | -0.7% | -5.5% | -1.7 | 12.4% | -13.7% | -1.6% | 23.9
O=C(N[C@@H](Cc1ccccc1)c1nc2ccccc2[nH]1)c1cc([N+](=O)[O-])ccc1Cl | -0.9% | -2.4% | 0.7% | -16.4% | -10.6 | -3.3% | -0.8% | -5.1% | -1.3
